Screening data from PubChem.
HCMV inh: human cytomegalovirus inhibition; activity change, negative = inhibition, % at 57.5 µM; 4.5% of 410,000 active; AID 1259415; HFF cells, HCMV-luciferase reporter, 72 h; hits give low values; in the data active = activity change below about -60%; inconclusive = no clear call, values can overlap the other calls; inactive = above about -39%; note: % is set by controls: 0 for no effect and ±100 for the full control effect
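Screen run at 2 compound doses on HFFs infected with reporter HCMV, MOI 1 PFU/cell. Luciferase activity from cell lysates at 72 h post infection gave inhibition relative to buffer-only and Salinomycin wells.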
AMA1 RON2 block: disrupts binding of P. falciparum AMA1 to RON2; Potency, µM (highest dose often 58.2 µM), without a hit: at the top dose activity change, negative = inhibition, hits mostly inhibitors; AlphaScreen AMA1-biotinylated RON2 peptide binding; 0.2% of 360,000 active;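 note: potency is the fitted concentration of half-maximal effect; 0% = vehicle wells and -100% = peptide control; nearly all actives have a fitted effect of over 45% in size; some results filed as inactive show a strong effect at the top dose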
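AMA1 (3D7) with his tag at 25 nM final met compounds first, then biotinylated RON2 peptide at 25 nM; detection used donor plus acceptor beads, 10 µg/mL apiece, read by AlphaScreen after 30 min at room temperature.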
Shiga toxin inh: blocks Shiga toxin action in Vero cells; Vero cells, Shiga toxin protein synthesis inhibition reporter; inhibition, % at 38.7 µM; 9.2% of 290,000 active; in the data active = inhibition mostly above about 28%, no sharp cut-off; inactive = mostly below about 43%; note: 0% is about no effect
Cycloheximide cs: counter-screen hit for Shiga toxin inhibitors, cycloheximide. 12% of 300,000 active. AID 2314. max response, %. cell reporter, cycloheximide protein synthesis inhibition counterscreen; in the data active = max response mostly above about 13%, no sharp cut-off; inactive = mostly below about 14%; note: read at 38.3 µM for the half of the compounds with a filed dose; 0% is about no effect
Giardia FBPA inh: inhibitors of Giardia lamblia fructose-1,6-bisphosphate aldolase; A8B2U2; purified Giardia FBPA; Potency, µM (highest dose often 59.6 µM), without a hit: top-dose activity, negative = inhibition, hits mostly inhibitors; 0.71% of 290,000 active; AID 2451; note: potency is the fitted concentration of half-maximal effect; % is set by controls: 0 for no effect and ±100 for the full control effect; nearly all actives have a fitted effect of over 55% in size
Target sequence (A8B2U2 whole entry, looked up): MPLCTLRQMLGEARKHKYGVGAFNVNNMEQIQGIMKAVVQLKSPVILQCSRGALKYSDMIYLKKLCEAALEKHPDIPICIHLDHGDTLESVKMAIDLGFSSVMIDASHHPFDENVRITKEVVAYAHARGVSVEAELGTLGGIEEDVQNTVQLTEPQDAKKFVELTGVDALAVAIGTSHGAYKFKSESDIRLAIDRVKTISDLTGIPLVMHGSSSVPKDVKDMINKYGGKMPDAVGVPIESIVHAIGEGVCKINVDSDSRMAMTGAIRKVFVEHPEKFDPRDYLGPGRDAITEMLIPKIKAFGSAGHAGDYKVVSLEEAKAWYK
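40 nM FBPA preincubated 10 min at RT with compound (up to 57.5 uM final), then substrate plus GAPDH/TPI/NAD/arsenate coupling and diaphorase/resazurin added. Fluorescence read after 20 min at RT, 525/598 nm.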
AmpC inh no detg: AmpC beta-lactamase inhibition without detergent; AID 485341; Potency, µM (highest dose often 57.1 µM), without a hit: top-dose activity change, negative = inhibition, most hits filed as inhibitors; AmpC nitrocefin hydrolysis, absorbance 480 nm, 0.0001% Triton; 0.52% of 330,000 active; P00811;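 note: potency is the fitted concentration of half-maximal effect; plate controls were no compound for no effect and no enzyme for full effect; nearly all actives have a fitted effect of over 20% in size; some results filed as inactive show a strong effect at the top dose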
Target sequence (P00811 whole entry, looked up): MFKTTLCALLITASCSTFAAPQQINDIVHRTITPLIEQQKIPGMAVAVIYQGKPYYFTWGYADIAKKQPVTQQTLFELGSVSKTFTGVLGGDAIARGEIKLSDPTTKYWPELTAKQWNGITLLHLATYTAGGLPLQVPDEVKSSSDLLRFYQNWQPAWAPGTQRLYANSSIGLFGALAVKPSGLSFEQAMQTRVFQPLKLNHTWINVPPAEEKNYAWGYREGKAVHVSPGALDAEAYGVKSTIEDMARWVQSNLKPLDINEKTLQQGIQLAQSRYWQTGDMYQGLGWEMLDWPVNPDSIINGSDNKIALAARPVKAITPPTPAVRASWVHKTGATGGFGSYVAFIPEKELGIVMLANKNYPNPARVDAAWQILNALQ
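AmpC (5.3 nM in the dispensed reagent) in 20 mM phosphate pH 7.0 with 0.01% (detergent screen) or 0.0001% Triton X-100 was preincubated with compounds for 15 min at room temperature. Nitrocefin was then added from an 800 uM solution, and hydrolysis was followed at 480 nm.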
AmpC inh detg: inhibitors of E. coli AmpC beta-lactamase with detergent; AmpC hydrolysis of nitrocefin, absorbance 480 nm, 0.01% Triton; 0.041% of 370,000 active; P00811; Potency, µM (highest dose often 114 µM), without a hit: top-dose activity change, negative = inhibition, actives largely listed as inhibitors;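 note: potency is the fitted concentration of half-maximal effect; 0% = no-compound wells and -100% = no-enzyme wells; nearly all actives have a fitted effect of over 25% in size; some results filed as inactive show a strong effect at the top dose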
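20 mM phosphate pH 7.0 + 0.01% (detergent screen) or 0.0001% Triton X-100; 5.3 nM AmpC reagent; cpd preinc 15 min RT; nitrocefin (800 uM stock) to start; A480 q20 s × 4 min; Activity was normalised to no-enzyme and no-compound control wells.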
* marks the source's active call; other numbers are inactive results; ? = inconclusive; · = not tested or not shown; & = joins results of further samples; [ ] = another dose, or the depositor's remark. Unless noted, calls come from the whole dose curve; as a rule, active = well fitted curve in the direction sought with a large enough effect; inconclusive = small, poorly fitted or top-dose-only effect, or another doubt; inactive = no such curve, though single readings can be large; an effect the other way counts as inactive or inconclusive.

SMILES	HCMV inh	AMA1 RON2 block	Shiga toxin inh	Cycloheximide cs	Giardia FBPA inh	AmpC inh no detg	AmpC inh detg
Cc1cccc(NC(=O)c2oc3c(c2C)C(=O)CC(C)(C)C3)n1	25	5%	32	16	-1%	5%	-1%
CCN(CC)CCC(O)(c1ccccc1)C1CCCCC1 (stereo unspecified)	32	4%	·	-4	4%	-11%	?
CCc1ccc(N(CC)C(=O)c2cn(C)c(=O)c3ccccc23)cc1	28	7%	-3	-4	6%	37%	-11%
Cc1cc(C)c[n+](-c2nc3ccccc3nc2C(=C=[N-])C#N)c1	-24&-20	-9%&0%	-4&-9	-2&-3	-6%&-13%	-11%[11.4 µM]	?
Cn1nc(C(=O)NNc2c(F)c(F)cc(F)c2F)c2ccccc2c1=O	14	1%	-10	2	-2%	0%[11.4 µM]	?
Cc1ccn2c(c1)nc(=O)c1cc(S(=O)(=O)N3CCC(C)CC3)ccc12	14	-1%	14	-4	-1%	-29%	-9%
CCN(CC(=O)Nc1ccc2c(c1)OCCO2)C(=O)CCc1ccc(OC)cc1	-27	1%	·	·	·	-8%	-17%
COCCN=c1scc(-c2cc(OC)ccc2OC)n1/N=C/c1c[nH]c2ccccc12	?	?	-15	2	-4%	152%[activator]	-3%
O=C(CSc1nc2ccccc2c(=O)n1CCC(=O)N1CCN(c2ccccc2)CC1)NCC1CCCO1 (stereo unspecified)	78	-2%	-4	-3	-1%	178%[activator]	-8%
O=C(c1ccc(Oc2ccccc2)cc1)C1CCCN(C(=O)c2cnccn2)C1 (stereo unspecified)	-7	-8%	25	-2	0%	128%[activator]	-8%
CCOc1ccc(Cl)cc1S(=O)(=O)NCc1cccnc1	-13	?	-3	-3	1%	-15%	?
Fc1ccccc1CN1CCCN(C(=S)Nc2cccc(Cl)c2)C1	-3	25%	15	-4	-6%	-24%	?
CCOC(=O)c1sc(C)c2c1NC(C)(c1cccc3ccccc13)NC2=O (stereo unspecified)	-18	-4%	9	1	-1%	-22%	-1%
COc1ccc(NC2=NC3(CCCCC3)N=C(N)N2)cc1	-10	12%	-13	-1	0%	-29%	1%
CC(Sc1nc(C2CC2)n(-c2ccccc2)n1)C(=O)c1c(N)n(C)c(=O)n(C)c1=O (stereo unspecified)	?	-1%	-3	0	-3%	17%	4%
O=C(O)/C=C/C(=O)Nc1ccc(S(=O)(=O)Nc2nccs2)cc1	15	-7%	-3	-3	?	0%	-8%
COc1cccc(-c2noc(CCC(=O)N3CCN(c4cc(C)ccc4C)CC3)n2)c1	-5	-4%	·	·	·	30%	·
Cn1c(=N)n(CC(=O)c2cccs2)c2ccccc21	142	-3%	149*	56*	-4%	-14%	0%
CC1(C)C(c2ccco2)=[N+]([O-])C2(CCCCC2=O)N1O (stereo unspecified)	12	-5%	10	1	-2%	-17%	?
COc1cc(NC(=O)NNC(=O)c2cc3occc3n2C)cc(OC)c1OC	1	-16%	-6	-6	·	-15%	2%
CNC(=S)N/N=C(\C)c1ccc(N2CCOCC2)cc1	-99*	83%[activator]	85*	61*	?	-16%	-9%
CCCN(CCC)CCCNC(=O)c1cc2c(=O)[nH]c3ccccc3c2s1	-39	0%	-14	11	7%	-13%	-1%
Cc1nn(-c2ccccc2)c2c1/C(=N/O)CC(C)(C)C2	19	-8%	-11	-4	8%	-15%	2%
O=C(Nc1ccc(-c2nc3ccccc3s2)cc1)c1cc(-n2cnnc2)ccc1Cl	-82*	10%	19	27*	·	102%[activator]	-17%
O=C(Cn1nc(C(F)(F)F)c2c1CCCC2)NCc1ccco1	-16	-12%	-8	-6	2%	-17%	?
Following part
SMILES	HCMV inh	AMA1 RON2 block	Shiga toxin inh	Cycloheximide cs	Giardia FBPA inh	AmpC inh no detg	AmpC inh detg
O=C(NCc1ccccn1)c1cc(-c2ccccc2)nc2ccccc12	54	7%	-10	-2	5%	-2%	?
CC(=O)c1ccc(NC(=O)CN2CCN(S(=O)(=O)c3ccc4ccccc4c3)CC2)cc1	-8	-12%	·	·	·	24%	5%
Cc1cccc(NC(=O)c2sc3nc(N)c(C#N)cc3c2N)c1	82	-10%[11.6 µM]	72*	31*	-9%	-52%	-11%
COc1ccc(C(=O)N2CCN(c3ccc(C)cc3)CC2)cc1OC	-12	-14%	42	-2	-2%	45%	?
COc1ccc(-n2c(=S)[nH]c3cc(C(=O)NCCCN4CCCC4=O)ccc3c2=O)cc1	15	17%	-14	1	-11%	-11%	-3%
COc1ccccc1N1CCN(C(=O)C2CCN(S(=O)(=O)c3ccccc3F)CC2)CC1	0	0%	·	·	·	191%[activator]	-1%
COC(=O)C1(C(=O)OC)Sc2ccccc2C1=O	-5	17%	-13	-1	-2%	-19%	1%
Cc1ccc(CCNC(=O)CC2Oc3ccc(C)cc3NC2=O)cc1 (stereo unspecified)	-2	6%	-16	-3	2%	-21%	-14%
CCC(C)C(NC(=O)OC(C)(C)C)C(=O)NC1COC2CC(n3cc(C)c(=O)[nH]c3=O)OC12 (stereo unspecified)	·	·	-5	-4	7%	·	·
O=C(COC(=O)/C=C/c1cccc(Cl)c1)NCc1cccs1	-4	-1%	·	·	·	-27%	·
CSCCC(NC(=O)c1ccccc1Cl)C(=O)NNC(=O)c1ccncc1 (stereo unspecified)	-6	42%[activator]	·	·	·	-8%	?
COc1ccc(Br)cc1CN(C)CC(=O)Nc1c(Cl)ccc(C)c1Cl	-35	17%	3	-3	22%	-12%	-1%
CC(C)CC(NS(=O)(=O)c1ccc2c(c1)oc(=O)n2C)C(=O)N1CC=C(c2ccccc2)CC1 (stereo unspecified)	-9	12%	-7	3	-3%	75%[activator]	-11%
CCOC(=O)c1ccc(N=CC2=C(O)CC(C)(C)CC2=O)cc1	17	-18%	-4	12	-1%	-6%	?
CCN(C(=O)COC(=O)Cc1cccc2ccccc12)C1CCS(=O)(=O)C1 (stereo unspecified)	15	-3%	·	·	·	3%	3%
Cc1cc(C)n(CC(=O)N/N=C/c2ccc(C)o2)n1	-6	11%	-12	-3	-18%	-23%	-1%
COc1ccc(C(=O)NC2(C(F)(F)F)C(=O)N(Cc3ccco3)C3=C2C(=O)CC(C)(C)C3)cc1OC (stereo unspecified)	42	28%	8	7	-1%	104%[activator]	-8%
Nc1ncnc2nc(SCc3ccc(Cl)cc3Cl)[nH]c12	-11	-8%	-17	9	14%	-41%	3%
Cc1ccc(-n2c(C)cn(C(=O)c3ccccc3)c2=S)cc1	?	7%	42	-3	0%	-14%	-11%
Cc1ccc(-n2c(Cc3cccn3C)nnc2SCC(=O)NCc2ccco2)cc1	-27	4%	12	16	-3%	65%[activator]	2%
COCCCn1c(C(=O)NCCN2CCOCC2)cc2c(=O)n3cccc(C)c3nc21	-37	7%	-2	-3	-11%	-7%	-4%
Cc1cc(NC(=O)c2ccc3c(c2)C(=O)N(CC(C)C)C3=O)no1	-4	3%	40	4	4%	-12%	-7%
COc1ccc2c(c1)OC[C@H]1[C@H]2N2C(=O)c3ccc(C)cc3NC(=O)[C@@]2(C)[C@H]1c1ccccc1	-38	-11%	·	·	·	-33%	·
COCc1cc(=O)n2[nH]c(-c3ccccc3)cc2n1	-29	7%	30	23*	-16%	-30%	-12%
COc1ccc(N2CCN(C(=O)CN3C(=O)NC(c4ccc(OC)cc4)(c4ccc(OC)cc4)C3=O)CC2)cc1	5	?	-15	-3	·	80%[activator]	-4%
(more compounds)
SMILES	HCMV inh	AMA1 RON2 block	Shiga toxin inh	Cycloheximide cs	Giardia FBPA inh	AmpC inh no detg	AmpC inh detg
O=c1[nH]cc(C(F)(F)F)cc1NS(=O)(=O)c1ccccc1[N+](=O)[O-]	27	12%	-11	-3	?	-13%	?
COc1ccc(N2CCN(C(=O)COC(=O)CCc3ccccc3OC)CC2)cc1	-33	-27%	·	·	·	48%	-3%
O=C(NCc1cccs1)C1CCCN1C(=O)NC1CCCCC1 (stereo unspecified)	2	33%[activator]	-9	0	4%	-9%	-13%
CCOC(=O)c1c(S(=O)(=O)NCc2ccc(OC)cc2)c(C)n(C)c1C	-23	-9%	-13	1	4%	-3%	-11%
O=C(Nc1ccccc1NC(=O)c1ccco1)c1ccco1	10	3%	-5	4	16%	-11%	4%
CCOc1cc2[nH]c(=S)n(CCCN(CC)CC)c(=O)c2cc1OCC	-19	2%	-5	-2	-25%	1%	0%
N#C/C(=C\C=C\c1ccccc1)C(=O)N1CCCC1	?	-1%	70*	22*	-6%	-2%	-12%
CN(Cc1cccc(Cl)c1)C(=O)C1CSC2(C)CCC(=O)N12 (stereo unspecified)	1	58%[activator]	-1	3	·	0%	5%
COc1ccc(C(=O)CCC(=O)NCCc2c[nH]c3ccccc23)cc1OC	9	-10%	-12	-1	5%	1%	1%
COC(=O)C(Cc1ccc(O)cc1)NC(=O)CCOc1ccc(OC)cc1 (stereo unspecified)	-21	0%	-8	-1	-1%	1%	?
Cc1ccc(S(=O)(=O)N(C)C[C@@H]2Oc3ccc(NC(=O)Nc4cccc5ccccc45)cc3C(=O)N([C@H](C)CO)C[C@H]2C)cc1	-9	-12%	·	·	·	54%	·
COc1cccc(/C=N/n2c(-c3cc(C)[nH]n3)n[nH]c2=S)c1O	14	91%[activator]	1	21	5.6µM*	-35%	-7%
CCOC(=O)c1ccccc1NC(=O)COC(=O)CCNS(=O)(=O)c1ccccc1	4	-12%	-5	-3	·	-6%	-12%
CCN(/N=C/c1ccc(N(C)C)cc1)c1nc2ccccc2[nH]1	0	-5%	4	6	-4%	-18%	-5%
O=C(O)C1CCCCN1S(=O)(=O)c1cccc2nsnc12 (stereo unspecified)	·	-11%	-17	-9	-1%	-2%	1%
NS(=O)(=O)c1ccc(CCNC(=O)c2cc(-c3cc(Cl)ccc3O)n[nH]2)cc1	-80*	83%[activator]	-7	-3	-2%	-52%	-7%
O=S(=O)(c1cccc(S(=O)(=O)N2CCC(N3CCCCC3)CC2)c1)N1CCOCC1	·	·	-19	-2	2%	-6%	-13%
Cn1c(/C=N/O)nc2ccccc21	-36	56%[activator]	19	12	?	0%	-1%
O=C(CCl)N1c2ccccc2SCC1c1ccccc1 (stereo unspecified)	-98*	0%	13	11	-4%	-16%	3%
CC(C)Cn1c(SCC(=O)Nc2cccnc2Cl)nnc1-c1ccco1	-39	-3%	·	·	·	-3%	·
Cc1ccc2nc(Cl)c(/C=N/n3c(C)nnc3C)cc2c1	18	-11%	19	9	5%	-26%	1%

Reprinted at random: 2 entries already listed
SMILES	HCMV inh	AMA1 RON2 block	Shiga toxin inh	Cycloheximide cs	Giardia FBPA inh	AmpC inh no detg	AmpC inh detg
Cc1cccc(NC(=O)c2sc3nc(N)c(C#N)cc3c2N)c1	82	-10%[11.6 µM]	72*	31*	-9%	-52%	-11%
CCOC(=O)c1sc(C)c2c1NC(C)(c1cccc3ccccc13)NC2=O (stereo unspecified)	-18	-4%	9	1	-1%	-22%	-1%

Not a hit list, and some 16% of all compounds hit somewhere here.
